CTSL1 counter: counter-screen for PFM18AAP inhibitors: inhibitors of F. hepatica cathepsin L1; recombinant F. hepatica cathepsin L1, Z-Leu-Arg-MCA fluorescence; inhibition, % at 5.96 µM; actives 0.49% (n = 300,000); AID 1906;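 active = inhibition above the mean of all tested compounds plus 3 SD, set per screening campaign, cut at about 17% in these data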;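 note: 0% = plate median of test compound wells and 100% = 1 µM Z-Phe-Ala-diazomethylketone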
PP5 primary: PP5 (human) phosphatase inhibition | P53041 | purified PP5c, OMFP substrate fluorescence | inhibition, % at 6.7 µM | actives 0.18% (n = 320,000);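 active = inhibition above the campaign's mean inhibition across all tested compounds plus 3 SD, cut at about 9.5% in these data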;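 note: 0% = DMSO only and 100% = 100 µM cantharidin control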
Target sequence (P53041 whole entry, looked up): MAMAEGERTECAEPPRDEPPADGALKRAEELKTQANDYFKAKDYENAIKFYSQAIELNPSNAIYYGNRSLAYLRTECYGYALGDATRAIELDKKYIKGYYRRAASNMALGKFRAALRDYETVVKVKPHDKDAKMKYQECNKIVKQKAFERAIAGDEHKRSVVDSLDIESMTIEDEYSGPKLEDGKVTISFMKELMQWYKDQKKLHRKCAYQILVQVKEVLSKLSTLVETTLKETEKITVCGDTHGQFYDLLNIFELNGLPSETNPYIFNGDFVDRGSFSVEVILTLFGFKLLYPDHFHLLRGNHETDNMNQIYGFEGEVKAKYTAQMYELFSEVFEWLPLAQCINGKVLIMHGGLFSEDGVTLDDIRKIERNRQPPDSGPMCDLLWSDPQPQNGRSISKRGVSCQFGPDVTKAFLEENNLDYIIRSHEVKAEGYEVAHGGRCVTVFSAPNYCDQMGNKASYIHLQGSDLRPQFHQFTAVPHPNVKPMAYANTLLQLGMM
PP1 inh: PP1-alpha (human) inhibition in PP5 counter-screen | P62136 | purified PP1alpha, OMFP fluorescence | inhibition, % at 6.7 µM | actives 0.9% (n = 320,000) | AID 2235;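 active = inhibition above the mean inhibition of all tested compounds plus 3 SD, computed separately for each screening campaign, cut at about 15% in these data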
Efflux pump inh: blocks antifungal efflux pumps in multiplex yeast assay | S. cerevisiae Candida pump triplex, Nile Red efflux | inhibition, % at 10 µM | actives 0.44% (n = 330,000) | AID 485275;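 active = plate passing quality check with inhibition over a set limit, or well fluorescence over plate mean plus 4 SD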;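 note: Nile Red retained in pooled yeast measured as flow cytometry median fluorescence; 0% = buffer negative control and 100% = Enniatin B positive control; higher means more Nile Red kept so more efflux inhibition; some compounds called inactive have numbers as strong as hits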
HCV core dimer: blocks dimerization of HCV core protein. actives 0.33% (n = 300,000). TR-FRET GST/Flag-core106 dimerization, 1536-well. inhibition, % at 5 µM;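 active = inhibition above the mean of all tested compounds plus 3 SD, set per screening campaign, cut at about 45% in these data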
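test system = GST/Flag-tagged HCV core106 proteins | probe or stimulus = Eu donor and XL665 acceptor anti-tag antibodies | times = compound-protein-antibody incubation 4 h at 22.5 °C | signal = TR-FRET, excitation 340 nm, emission 617 and 671 nm | measure = percent inhibition of core106 dimerization signal | controls = wells lacking GST-core106 and wells with excess unlabelled core106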
TPT1 inhibitor: blocks Candida albicans tRNA 2'-phosphotransferase | recombinant caTPT1, FP RNA substrate dephosphorylation | inhibition, % at 5 µM | actives 0.81% (n = 300,000) | AID 1962;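 active = inhibition above the mean of all tested compounds plus 3 SD, set per screening campaign, cut at about 24% in these data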;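 note: plate controls were DMSO alone for no effect and ferristatin control at 100 nM for full effect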
procasp3 activ: activators of human procaspase-3; P42574; recombinant procaspase-3 D3A, Ac-DEVD-pNA absorbance 405 nm; AID 463141; actives 0.11% (n = 330,000); activation, % at 8.5 µM;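 active = activation above the mean of all tested compounds plus 3 SD, cut at about 21% in these data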;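 note: 0% = DMSO alone and 100% = DMSO wells spiked with extra 5 µM PC-3 D3A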
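Assay system: Procaspase-3 D3A mutant, all three cleavage aspartates alanine. Buffer or medium: Zinc-free HEPES saline buffer with Triton X-100. Times: 1 h compound preincubation, 2 h substrate hydrolysis at 25 °C. Measured by: 405 nm absorbance of p-nitroaniline, reads at 0 and 120 min. Read-out basis: percent activation relative to control range. Replicates: singlicate.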
procasp7 counter: counter-screen for procaspase-3 activators: activators of human procaspase-7 | activation, % at 8.5 µM | recombinant procaspase-7, Ac-DEVD-pNA absorbance 405 nm; D23A/D198A/D206A triple mutant, cannot self-cleave; scale: DMSO 0, 5 µM enzyme 100 | P55210 | actives 0.093% (n = 330,000);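 active = percent activation above the screen-wide mean plus 3 SD, cut at about 25% in these data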
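Test system: Procaspase-7 triple mutant (PC-7 D3A). Also added: Ac-DEVD-pNA substrate, 400 µM as added. Schedule: 1 h enzyme–compound preincubation and 2 h substrate reaction, both 25 °C. Signal: p-Nitroaniline absorbance at 405 nm, read at 0 and 120 min. Control set: low DMSO alone, high DMSO plus 5 µM PC-7.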
JMJD2C inh: blocks human GASC-1 demethylase activity; Q9H3R0; GST-JMJD2C(1-420) H3K9me3 demethylation, DELFIA europium; inhibition, % at 2.35 µM; actives 0.069% (n = 330,000); AID 2099;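 active = more than half of a compound's replicate wells show inhibition beyond 50%, single wells judged on their own value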;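 note: signal counts dimethyl H3K9 product captured on neutravidin plate; 0% = median of DMSO wells and 100% = 0.3 times that DMSO median; strong numbers were not always called active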
Target sequence (Q9H3R0 1-420 limits assumed): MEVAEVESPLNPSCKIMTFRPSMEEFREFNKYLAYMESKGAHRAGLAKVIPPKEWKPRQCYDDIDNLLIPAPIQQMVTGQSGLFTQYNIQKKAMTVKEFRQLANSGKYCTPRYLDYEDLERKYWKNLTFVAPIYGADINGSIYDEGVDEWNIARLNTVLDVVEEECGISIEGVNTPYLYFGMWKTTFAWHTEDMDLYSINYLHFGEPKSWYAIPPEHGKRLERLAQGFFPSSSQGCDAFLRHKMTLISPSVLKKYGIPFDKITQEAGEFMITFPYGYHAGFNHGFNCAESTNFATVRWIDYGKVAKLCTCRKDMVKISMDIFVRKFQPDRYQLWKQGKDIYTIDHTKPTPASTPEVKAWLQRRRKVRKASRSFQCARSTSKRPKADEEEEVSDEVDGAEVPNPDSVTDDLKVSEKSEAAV
Active calls of the source: *; . = no result given. An unsorted share of the library (roughly 2.9% active in at least one column).

SMILES | CTSL1 counter | PP5 primary | PP1 inh | Efflux pump inh | HCV core dimer | TPT1 inhibitor | procasp3 activ | procasp7 counter | JMJD2C inh
Fc1ccc(-c2cn(-c3ccccc3)c3[n+]2CCS3)cc1 | 0 | -1.6 | -2 | -0.1 | -5 | -2 | -2 | 14 | -5
Cc1n[nH]c(=O)nc1NCc1ccc(Cl)cc1 | 3 | 2.5 | -2 | 0.1 | -12 | 0 | 2 | 7 | 5
O=c1oc2ccccc2c2c1ncn2-c1ccccc1 | 0 | -0.9 | -1 | 2.0 | 4 | -2 | 0 | -7 | -8
O=C(c1csc2c1CCCC2)N1CCCCC1 | -5 | -5.9 | -3 | 0.4 | 0 | 1 | 0 | -2 | 0
Cc1ccccc1-n1c(=O)n(CCc2ccccc2)c(=O)c2[nH]cnc21 | 2 | -0.5 | -4 | 0.2 | 1 | 0 | 4 | 5 | -2
CCOc1ccc(N2C(=O)CC(N)C2=O)cc1 (stereo unspecified) | 2 | -1.3 | 3 | 0.0 | -6 | 3 | -25 | -42 | .
O=C(O)CNC(=O)c1nc(-c2ccccc2)n(-c2ccccc2)n1 | -4 | 3.9 | 2 | 0.5 | -10 | -1 | -2 | -4 | -9
COc1ccc(N2C(=NC(C)=O)SC3CS(=O)(=O)CC32)cc1OC (stereo unspecified) | -5 | -1.1 | 2 | 0.1 | -6 | -3 | 6 | 8 | 26
COc1ccc(N2CC(C(=O)OCC(=O)c3ccccc3)CC2=O)cc1 (stereo unspecified) | -32 | 1.9 | 2 | 0.1 | 0 | -1 | -8 | 15 | 5
Fc1ccc(CNc2ncccn2)cc1 | -2 | 1.3 | 6 | -0.3 | -7 | -3 | -9 | 3 | -21
O=C(Nc1ccccn1)c1onc2c1CCCC2 | -3 | -0.5 | 0 | 0.0 | -2 | 1 | -3 | -11 | 11
CCN(CC)S(=O)(=O)c1ccc(Cl)c(C(=O)NC2CCN(Cc3ccccc3)CC2)c1 | -1 | 1.2 | 6 | 0.0 | -2 | -1 | -1 | 11 | -7
N#CC1(NC(=O)COC(=O)Cn2[nH]c(=O)c3ccccc3c2=O)CCCCC1 | -14 | -3.5 | -1 | 0.0 | 0 | -2 | 11 | 5 | -1
O=C(O)c1ncn(Cc2ccc(Br)cc2)c1C(=O)O | -1 | 0.6 | 0 | -0.1 | 2 | -5 | 0 | 2 | -10
O=c1cc(CSc2nnnn2-c2ccc(O)cc2)nc2sccn12 | 3 | -1.1 | 0 | -0.1 | -1 | 4 | 4 | 6 | -16
O=C(Cc1ccc(Cl)cc1)NCC(=O)N1CCCCCC1 | -2 | -1.1 | -2 | -0.1 | -9 | -2 | 3 | -3 | -15
CC1CCCN(S(=O)(=O)c2ccc3[nH]c4c(c3c2)CCCC4)C1 (stereo unspecified) | -3 | 6.8 | 0 | 0.2 | 4 | 5 | 1 | -5 | 25
CS(=O)(=O)N(CC(=O)Nc1ccccc1C(=O)NCc1ccco1)c1ccccc1F | 0 | -1.9 | -4 | 0.0 | 4 | 0 | 3 | 1 | 34
CCOC(=O)[C@@H]1[C@H]2COc3cc(OC)ccc3[C@H]2N2C(=O)N(c3cccc(Cl)c3)C(=O)[C@@]12C | -1 | 0.5 | -3 | 0.1 | 9 | 6 | -2 | 0 | -29
Cc1ccc(-c2csc(N3CCN(CCCn4c(-c5ccncc5)nc5ccccc54)CC3)n2)cc1 | 2 | 2.7 | 7 | 0.0 | 17 | -4 | 8 | 9 | .
Cc1ccc(Nc2nc(OC(C(F)(F)F)C(F)(F)F)nc(N3CCOCC3)n2)cc1 | 10 | 6.8 | 1 | -0.1 | -1 | 0 | 3 | 2 | -3
Cn1c(N)c(C(=O)COC(=O)COc2ccc(C#N)cc2)c(=O)n(C)c1=O | -4 | -2.9 | 1 | 0.1 | -3 | -1 | -7 | 3 | -1
CC1(C(=O)OCC(=O)NC(=O)c2ccccc2)CC1(Cl)Cl (stereo unspecified) | -3 | -0.7 | 14 | 0.1 | -11 | -4 | -4 | 4 | 4
CC(C)[C@@H](C(=O)N1CCCC1)N1C(=O)N2CCc3c([nH]c4ccccc34)[C@@]2(C)C1=O | -5 | 1.0 | 6 | 0.5 | -2 | 1 | 6 | -8 | .
Cc1ccc(/C=C/c2nc3ccccc3c(=O)[nH]2)cc1 | 0 | 0.5 | 11 | 0.1 | 8 | -4 | 3 | 8 | 12

Random excerpt: 5 entries already listed
SMILES | CTSL1 counter | PP5 primary | PP1 inh | Efflux pump inh | HCV core dimer | TPT1 inhibitor | procasp3 activ | procasp7 counter | JMJD2C inh
O=C(c1csc2c1CCCC2)N1CCCCC1 | -5 | -5.9 | -3 | 0.4 | 0 | 1 | 0 | -2 | 0
Cn1c(N)c(C(=O)COC(=O)COc2ccc(C#N)cc2)c(=O)n(C)c1=O | -4 | -2.9 | 1 | 0.1 | -3 | -1 | -7 | 3 | -1
CC1CCCN(S(=O)(=O)c2ccc3[nH]c4c(c3c2)CCCC4)C1 (stereo unspecified) | -3 | 6.8 | 0 | 0.2 | 4 | 5 | 1 | -5 | 25
CS(=O)(=O)N(CC(=O)Nc1ccccc1C(=O)NCc1ccco1)c1ccccc1F | 0 | -1.9 | -4 | 0.0 | 4 | 0 | 3 | 1 | 34
CC1(C(=O)OCC(=O)NC(=O)c2ccccc2)CC1(Cl)Cl (stereo unspecified) | -3 | -0.7 | 14 | 0.1 | -11 | -4 | -4 | 4 | 4

Other results
SMILES | CTSL1 counter | PP5 primary | PP1 inh | Efflux pump inh | HCV core dimer | TPT1 inhibitor | procasp3 activ | procasp7 counter | JMJD2C inh
O=S(=O)(c1ccc(F)c(Cl)c1)N1CCCC1 | -1 | 0.5 | -5 | 0.2 | -4 | 1 | 2 | 7 | 5
CCOC(=O)C1=C(C)N=C2SCCC(=O)N2C1c1ccc(C(=O)OC)cc1 (stereo unspecified) | -1 | 0.7 | -1 | -0.1 | 1 | -2 | -3 | -2 | -30
CCOC(=O)C1C(c2cccc(Cl)c2Cl)NC(=O)NC1(O)C(F)(F)F (stereo unspecified) | 0 | 1.3 | -2 | 0.0 | -4 | -2 | -13 | 7 | 9
COCc1c(Br)c(C)[nH]c(=O)c1C#N | 4 | 1.4 | 0 | 0.4 | -3 | -6 | 11 | 6 | -17
CCOc1ncccc1C(=O)NCCc1ccc(S(N)(=O)=O)cc1 | -2 | 3.1 | 3 | 0.2 | -10 | -1 | 4 | -4 | -4
COc1cc(NC(=O)c2cc3nc(C)cc(C)n3n2)c(OC)cc1Cl | -1 | 0.9 | 3 | 0.5 | 9 | 3 | 1 | 4 | -8
Cc1ccc(CC(=O)N2CCN(C(=O)c3ccco3)CC2)cc1 | 0 | 1.3 | 0 | 0.4 | -11 | -2 | -10 | -1 | -4
COCCc1nc2ccc(C(=O)N3CCCC(CCCO)C3)cc2o1 (stereo unspecified) | 0 | 1.4 | -4 | -0.1 | -1 | -3 | 3 | -3 | -10
CC(C1CC1)N(Cc1ccccc1)C(=O)NC(=O)c1ccccc1 (stereo unspecified) | -2 | -1.9 | 0 | -0.1 | -1 | 0 | 3 | 11 | 30
O=C(Nc1ccc(OC(F)F)cc1)c1cc(S(=O)(=O)N2CCCCC2)ccc1N1CCOCC1 | . | 3.2 | -1 | -0.3 | . | . | 1 | -4 | .
COc1ccc(CCNC(=O)Cc2ccc([N+](=O)[O-])cc2)cc1OC | 2 | -0.3 | -1 | -0.2 | -5 | -1 | 1 | 3 | 7
O=C(Nc1ccccc1Cl)N1CCN(Cc2ccc3c(c2)OCO3)CC1 | 1 | -0.7 | 0 | 0.0 | 1 | -4 | 1 | -2 | 8
Cc1ccc(S(=O)(=O)N(C)CC(=O)NCCCc2ccccc2)cc1 | -3 | -3.0 | -2 | -0.3 | 2 | -2 | 5 | 17 | -30
COc1ccc(/C=N/n2c(COc3ccccc3)n[nH]c2=S)cc1OC | 1 | -0.5 | -1 | 0.0 | -4 | 0 | -10 | -22 | -5
CCN(CC)CCN(C(=O)c1ccc(CN2CCCCC2)o1)C(C(=O)NC1CCCCC1)c1ccc(F)cc1 (stereo unspecified) | 5 | 1.9 | -1 | 0.5 | -1 | 0 | -7 | -1 | 0
CC(C)c1ccc(C2CC(=O)c3cnc(N4CCc5ccccc5C4)nc3C2)cc1 (stereo unspecified) | 5 | 1.6 | 4 | 0.2 | 3 | 0 | -3 | 0 | -22
O=S(=O)(c1cc(C(F)(F)F)ccc1Cl)N1CCCCCC1 | -3 | 0.5 | 6 | 0.2 | -6 | -1 | 0 | 1 | 2
CC(=O)Nc1cccc(NC(=S)Nc2cccc(Cl)c2C)c1 | -1 | -0.8 | 0 | -0.3 | 0 | -2 | -1 | -9 | -13
O=C(Nc1ccc2ncccc2c1)c1cc(Cl)ccc1Cl | 0 | 0.2 | 0 | -0.2 | 0 | 3 | 1 | 0 | 3
Cc1cc(=O)oc(C)c1C(=O)n1nc(C)c2c1C[C@@H]1[C@H]2C1(C)C | -3 | 1.7 | -3 | -0.1 | 10 | -4 | -2 | 6 | 0
CCN(CC)C(=O)c1cccc(-c2ccc(OC)cc2)c1 | 0 | -1.9 | -6 | -0.1 | 4 | 0 | 2 | 5 | -6
CC(=O)c1ccc(S(=O)(=O)NCc2cccnc2)cc1 | 0 | -0.3 | 1 | -0.2 | 2 | -1 | 3 | 2 | 3
COc1ccc(OCC(=O)OCCN(C)C)cc1 | 1 | -1.6 | -2 | -0.1 | -4 | 4 | 0 | -5 | -8
COc1ccccc1N1CCN(C2CC(=O)N(c3ccccc3)C2=O)CC1 (stereo unspecified) | -7 | -0.3 | -3 | 0.0 | 0 | -5 | -15 | -13 | 3
COc1ccc(Cl)cc1NC(=O)CC1CCCC1 | -3 | 1.0 | 1 | 0.2 | 1 | 2 | -1 | -8 | -4
Cc1ccc(S(=O)(=O)N[C@@H](CC(C)C)C(=O)N2CCC(C(=O)N[C@H](C(=O)O)C(C)C)CC2)cc1 | 1 | 0.6 | 1 | -0.1 | -1 | -3 | 6 | 14 | 1
COc1ccc(CCNC2CC(=O)N(CCc3ccccc3)C2=O)cc1 (stereo unspecified) | -1 | -0.1 | 4 | 0.0 | -4 | -1 | -20 | -20 | 3

Compounds shown so far with two or more sulfur atoms:
SMILES | CTSL1 counter | PP5 primary | PP1 inh | Efflux pump inh | HCV core dimer | TPT1 inhibitor | procasp3 activ | procasp7 counter | JMJD2C inh
COc1ccc(N2C(=NC(C)=O)SC3CS(=O)(=O)CC32)cc1OC (stereo unspecified) | -5 | -1.1 | 2 | 0.1 | -6 | -3 | 6 | 8 | 26
O=c1cc(CSc2nnnn2-c2ccc(O)cc2)nc2sccn12 | 3 | -1.1 | 0 | -0.1 | -1 | 4 | 4 | 6 | -16
